A549 viability: A549 cytotoxicity, counter-screen for Nrf2 inhibitors. A549 ARE-Fluc cells, CellTiter-Fluor viability, 18-24 h. AID 504648. actives 0.16% (n = 390,000). Potency, µM (titrated, usually from 46 µM), inactives show top-dose activity change, negative = cytotoxicity, usual class: inhibitors; note: % is set by controls: 0 for no effect and ±100 for the full control effect
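Cytotoxicity counterscreen: CellTiter-Fluor fluorescence was measured in A549 ARE_Fluc cells after 18-24 h of compound exposure in a concentration series. The subsequent BugLite luminescent read reports ARE-luciferase activity.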
ATXN2 expr inh: ATXN2 expression inhibition | Potency, µM (highest dose often 57 µM), inactives show at the highest dose activity change, negative = inhibition, usual class: inhibitors | actives 0.72% (n = 360,000) | HEK-293 ATXN2-luciferase reporter, luminescence, 24 h; note: % is set by controls: 0 for no effect and ±100 for the full control effect; nearly all actives have a fitted effect of over 55% in size
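ATXN2-luciferase reporter cells (luciferase flanked by upstream and downstream ATXN2 gene portions) were treated 24 h at 37 °C with compounds at up to 57 uM. SteadyGlo luminescence gave expression; GF-AFC fluorescence gave viability.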
Nrf2 activator: activators of Nrf2 (ARE) signaling; AREc32 ARE-luciferase reporter (MCF7-derived line), luminescence, 24 h; Potency, µM (series often up to 46.1 µM), inactives show at the top dose activation, usual class: activators; actives 0.31% (n = 410,000); AID 624171; note: % of control where 0% means no effect; nearly all actives have a fitted effect of over 65% in size
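ARE activation measured as luciferase luminescence (Steady-Glo, 30 min RT) in AREc32_Fluc cells after 24 hr compound exposure at 37 deg C, 5% CO2; cells seeded overnight at 1000/well in OPTI-MEM, 5% FBS.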
TGFb SMAD3 inh: TGF-b pathway inhibition | HepG2 CAGA-GFP TGF-b/SMAD3 reporter, GFP fluorescence, 18 h; TGF-beta stimulated, 500 pg/mL final | Potency, µM (titrated, usually from 46.1 µM), without a hit: at the highest dose activity, negative = inhibition, hits mostly inhibitors | actives 1.2% (n = 410,000); note: % is set by controls: 0 for no effect and ±100 for the full control effect; nearly all actives have a fitted effect of over 65% in size
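Using HEPG2 CAGA-GFP reporter cells at 1000 cells/well, we pinned test compounds, stimulated with recombinant TGF-beta (500 pg/mL final) and measured total well GFP after 18 h.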
MCF10A rereplic: induces DNA re-replication in MCF 10a normal breast cells. Potency, µM (highest dose often 46.1 µM), for the others: at the top dose activity, positive = re-replication, most hits filed as activators. MCF 10A DNA re-replication, Hoechst nuclear intensity, 48 h. AID 624296. actives 2.9% (n = 350,000); note: % of control where 0% means no effect; nearly all actives have a fitted effect of over 50% in size
HepG2 viability: HepG2 cytotoxicity, counter-screen for TGF-b inhibitors | actives 0.76% (n = 410,000) | Potency, µM (titrated, usually from 46.1 µM), for the others: at the highest dose activity change, negative = cytotoxicity, actives largely listed as cytotoxic | HepG2 CAGA-GFP viability, ATP luminescence, 18 h; note: some results filed as inactive show a strong effect at the top dose
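HepG2 CAGA-GFP cells (1000/well, DMEM with 1% FBS) received compound, then TGF-beta at 500 pg/mL final, and were incubated 18 hours at 37 degrees C. Viability was read by CellTiter-Glo luminescence. Media-only wells were set as complete cell-killing and DMSO as no toxicity.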
ATXN viability: reduces viability in counter-screen for ATXN expression inhibitors; S2 cells (HEK-293 line with an ATXN2-luciferase reporter) viability, CellTiter-Fluor protease fluorescence, 24 h; Potency, µM (top dose mostly 56.7 µM), actives largely listed as cytotoxic; actives 0.49% (n = 400,000); AID 651635; note: nearly all actives have a fitted effect of over 40% in size
Nrf2 inh: inhibitors of Nrf2 signaling; A549 ARE-Fluc reporter, luciferase luminescence, 18-24 h; Potency, µM (doses to about 46 µM), inactives show at the highest dose activity change, negative = inhibition, actives largely listed as inhibitors; actives 2.1% (n = 360,000); AID 504444; note: % is set by controls: 0 for no effect and ±100 for the full control effect; nearly all actives have a fitted effect of over 60% in size
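Reporter: ARE-Fluc in A549. Exposure: 18-24 h, 37 °C, 5% CO2, 5% FBS OPTI-MEM. Readouts: fluorescent cytotoxicity (CellTiter-Fluor), then luminescent Nrf2 signal after BugLite.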
EPAC2 antag: EPAC2 (human) antagonism; actives 0.18% (n = 360,000); Potency, µM (series often up to 114 µM), for the others: top-dose activity, negative = inhibition, actives largely listed as inhibitors; Q8WZA2; EPAC2 GEF exchange of Rap1B-BODIPY-GDP, fluorescence; note: % is set by controls: 0 for no effect and ±100 for the full control effect; nearly all actives have a fitted effect of over 45% in size; many of its hits are not listed in these tables
Target sequence (Q8WZA2 whole entry, looked up): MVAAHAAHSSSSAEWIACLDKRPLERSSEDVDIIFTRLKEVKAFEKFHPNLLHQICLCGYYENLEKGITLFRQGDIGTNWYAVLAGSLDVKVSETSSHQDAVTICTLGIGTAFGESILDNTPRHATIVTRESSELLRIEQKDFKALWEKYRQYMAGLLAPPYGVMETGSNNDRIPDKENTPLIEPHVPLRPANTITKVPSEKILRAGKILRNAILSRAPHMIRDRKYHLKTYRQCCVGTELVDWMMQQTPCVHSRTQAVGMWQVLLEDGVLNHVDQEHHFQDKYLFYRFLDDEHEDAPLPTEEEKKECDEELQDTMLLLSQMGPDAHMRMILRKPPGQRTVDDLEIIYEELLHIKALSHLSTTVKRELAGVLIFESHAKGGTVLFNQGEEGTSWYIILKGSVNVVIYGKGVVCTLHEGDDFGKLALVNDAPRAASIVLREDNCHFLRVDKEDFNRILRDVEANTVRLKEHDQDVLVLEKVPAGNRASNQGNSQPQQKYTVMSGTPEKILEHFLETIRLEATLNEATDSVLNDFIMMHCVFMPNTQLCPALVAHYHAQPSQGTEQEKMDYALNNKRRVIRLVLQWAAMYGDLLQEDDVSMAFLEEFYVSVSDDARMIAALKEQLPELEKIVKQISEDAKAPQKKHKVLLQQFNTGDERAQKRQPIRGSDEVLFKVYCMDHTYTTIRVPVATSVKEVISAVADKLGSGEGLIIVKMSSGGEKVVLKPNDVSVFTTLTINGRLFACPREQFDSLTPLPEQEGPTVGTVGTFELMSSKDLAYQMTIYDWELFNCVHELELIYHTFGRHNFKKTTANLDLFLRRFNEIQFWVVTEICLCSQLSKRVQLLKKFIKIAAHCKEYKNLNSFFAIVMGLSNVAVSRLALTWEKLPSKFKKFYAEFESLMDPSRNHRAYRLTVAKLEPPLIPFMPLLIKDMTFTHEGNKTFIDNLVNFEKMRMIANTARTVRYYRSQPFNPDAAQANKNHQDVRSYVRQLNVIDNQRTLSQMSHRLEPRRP
An asterisk follows results filed as active; i = inactive; ? = inconclusive; / = no result given; [ ] = remark or other dose. Calls come from the whole dose curve; as a rule, active = well fitted curve in the direction sought with a large enough effect; inconclusive = small, poorly fitted or top-dose-only effect, or another doubt; inactive = no such curve, though single readings can be large; an effect the other way counts as inactive or inconclusive. Potency is the fitted concentration of half-maximal effect.

#	Structure	A549 viability	ATXN2 expr inh	Nrf2 activator	TGFb SMAD3 inh	MCF10A rereplic	HepG2 viability	ATXN viability	Nrf2 inh	EPAC2 antag
1	O=C(CSc1ccccc1)Nc1cc(S(=O)(=O)N2CCOCC2)ccc1N1CCOCC1	2%	/	0.1%	10%	-4%	13%	?	-4%	3%
2	CCOC(=O)C1=C(COc2ccccc2)NC(=O)NC1c1cccc([N+](=O)[O-])c1 (stereo not drawn)	-1%	0%	-0.6%	7%	-20%	-9%	i	-27%	8%
3	Cc1c(Cl)cccc1NC(=S)N/N=C/c1ccccc1Cl	-9%	1%	3.7%	?	6%	-24%	i	0%	1%
4	CCOC(=O)Oc1ccc2oc(C)c(C(=O)OCCOC)c2c1	/	13%	4.7%	10%	5%	2%	i	-9%	-5%
5	Cc1ccc(Nc2nc(-c3c(C)n(C)n(-c4ccccc4)c3=O)c(C)s2)cc1	-10%	-24%	4.3%	-17%	13%	-22%	i	10%	-3%
6	CCOC(=O)/C(C#N)=C1/CCCCCN1C	-1%	12%	-0.1%	22%	-4%	8%	i	/	11%
7	Cc1cc(O)c(C(=O)c2cnc3c(c2)COc2ccccc2-3)cc1Cl	-5%	-21%	-0.3%	2%	/	4%	?	-35%	/
8	CN(CCOc1ccc(Cl)cc1)C(=O)c1ccccc1SCC(=O)N1CCCC1	-15%	/	-0.2%	?	3%	-35%	/	13µM*	-23%

Full records from above. Order of values: A549 viability | ATXN2 expr inh | Nrf2 activator | TGFb SMAD3 inh | MCF10A rereplic | HepG2 viability | ATXN viability | Nrf2 inh | EPAC2 antag
Listed for O=C(CSc1ccccc1)Nc1cc(S(=O)(=O)N2CCOCC2)ccc1N1CCOCC1 = 2% | / | 0.1% | 10% | -4% | 13% | ? | -4% | 3%
Listed for CCOC(=O)Oc1ccc2oc(C)c(C(=O)OCCOC)c2c1 = / | 13% | 4.7% | 10% | 5% | 2% | i | -9% | -5%
Listed for CCOC(=O)/C(C#N)=C1/CCCCCN1C = -1% | 12% | -0.1% | 22% | -4% | 8% | i | / | 11%

Limited to MCF10A rereplic, for 6 of the compounds above:
# | smiles | MCF10A rereplic
1 | O=C(CSc1ccccc1)Nc1cc(S(=O)(=O)N2CCOCC2)ccc1N1CCOCC1 | -4%
2 | CCOC(=O)C1=C(COc2ccccc2)NC(=O)NC1c1cccc([N+](=O)[O-])c1 (stereo not drawn) | -20%
3 | Cc1c(Cl)cccc1NC(=S)N/N=C/c1ccccc1Cl | 6%
4 | CCOC(=O)Oc1ccc2oc(C)c(C(=O)OCCOC)c2c1 | 5%
5 | Cc1ccc(Nc2nc(-c3c(C)n(C)n(-c4ccccc4)c3=O)c(C)s2)cc1 | 13%
6 | CCOC(=O)/C(C#N)=C1/CCCCCN1C | -4%

Next section
#	Structure	A549 viability	ATXN2 expr inh	Nrf2 activator	TGFb SMAD3 inh	MCF10A rereplic	HepG2 viability	ATXN viability	Nrf2 inh	EPAC2 antag
9	COc1ccc(-c2coc3cc(OC4OC(CO)C(O)C(O)C4O)cc(O)c3c2=O)cc1 (stereo not drawn)	0%	72%[activator]	-0.8%	-6%	-6%	-5%	i	?	-4%
10	COc1ccccc1CNC(=O)c1ccc(CSc2nc3ccncc3n2Cc2ccccc2C)cc1	-2%	-21%	5.2%	?	/	-11%	i	-20%	/
11	COc1ccc(NC(=O)Cn2c(CCC(=O)O)ccc2-c2ccc(C)cc2)cc1	8%	28%	0.1%	-15%	27%	-18%	?	-22%	3%
12	CCNc1nc(C#N)nc(Nc2ccccc2)n1	-3%	/	/	-7%	/	-14%	/	-13%	/
13	Cc1ccc(C(=O)Nc2ccncc2)cc1S(=O)(=O)N1CCOCC1	-11%	-12%	3.7%	60%	?	-13%	i	-22%	-2%
14	CCCC(=O)N1CC(=O)Nc2ccc(F)cc2C1c1ccccc1 (stereo not drawn)	2%	-14%	-0.7%	8%	2%	0%	i	-16%	2%
15	COc1cc2sc3cc(NCC[C@@H]4CCCN4C)ccc3c(=O)c2cc1OC	-8%	-12%	?	-8%	?	-9%	i	12%	-4%
16	COc1cc(C2NC(=O)CCC2[N+](=O)[O-])c(OC)cc1Br (stereo not drawn)	1%	-2%	0.1%	1%	-2%	-5%	i	-18%	-29%
17	COc1ccc(NC(=O)C2CCN(C(=O)c3sc4nc[nH]c(=O)c4c3C)CC2)c(OC)c1	-5%	/	1.0%	-10%	/	-29%	/	/	/
18	COc1ccnc(Oc2ccccc2)c1C(N)=O	-3%	-21%[11.3 µM]	-0.5%	-17%	1%	-9%	?	4%	0%
19	CCOC(=O)c1scc(-c2ccccc2)c1S(=O)(=O)Nc1ccccc1OC	0%	2%	8.1%	?	/	-40%	i	?	/
20	CN(C)/C=C/C(=O)c1cnc(-c2cccc(Cl)c2)s1	-16%	19%	6.7%	?	0.65µM*	-46%	?	15%	-5%
21	CC(=O)c1ccc(NC(=O)Cn2c(=O)nc(-c3ccccc3)c3cc(Cl)ccc32)cc1	-15%	/	0.4%	5%	/	-2%	/	/	/
22	Nn1c(SCc2cccc(F)c2)nnc1-c1cccnc1	-2%	13%	0.6%	-15%	?	-34%	i	15%	2%
23	Clc1ccc(OCc2nc(-c3ccncc3)no2)c(Br)c1	1%	74%[activator]	2.7%	-20%	-1%	-18%	i	0%	-17%
24	COc1cc(NC(=O)c2ccno2)cc(C(=O)Nc2cccc(C(F)(F)F)c2)c1	-14%	?	3.6%	-29%	7%	-24%	?	?	-26%
25	O=C(COC(=O)CN1C(=O)c2ccccc2C1=O)Nc1ccccc1C(F)(F)F	/	/	-0.3%	-4%	/	-4%	i	/	12%
26	Nc1ncnc2c1ncn2[C@@H]1O[C@H](C(=O)Nc2ccc(Oc3ccccc3)nc2)[C@@H](O)[C@H]1O	/	4%	-0.5%	-4%	/	-16%	i	/	-3%
27	COc1cc(CNC(=O)OC2CC3CC2[C@H]2CCCCN2C3=O)cc(OC)c1 (stereo partly drawn)	/	16%	-0.9%	/	/	/	i	/	6%
28	Nn1c(Nc2ccccc2)nc2ccccc2c1=O	4%	3%	0.2%	22%	-1%	-14%	i	30%	4%
29	CN(C)C(=O)c1ccc(NC(=O)c2cccc(S(=O)(=O)N3CCCCCC3)c2)cc1	-2%	/	-0.2%	-24%	-10%	-41%	?	?	0%
30	O=[N+]([O-])c1cccc(/C=N\N2CCN(Cc3ccccc3Cl)CC2)c1	-18%	2%	-0.8%	0%	?	-23%	i	?	-6%
31	O=C(NCCNC(=O)c1cc(Cl)ccc1Cl)c1ccco1	3%	3%	-0.7%	6%	-19%	0%	i	-14%	6%
32	CCC1(CC)NC(=O)N(CC(=O)OC(C)C(=O)Nc2cc([N+](=O)[O-])ccc2OC)C1=O (stereo not drawn)	-1%	-12%	2.3%	?	-3%	-37%	i	6%	-1%
33	COc1cc(OC)c(-c2sc(Nc3ccccc3)n[n+]2-c2ccc(F)cc2)cc1OC	6%	11%	-1.1%	-1%	2%	31%	i	9%	-9%
34	COC(=O)c1cc(OC)c(OC)cc1NC(=O)c1c(-c2ccccc2Cl)noc1C	-4%	-3%	1.9%	-5%	27%	4%	i	-4%	0%
35	CCCCCCCCn1cc(C(C)=O)c(=O)[nH]c1=O	6%	-5%	-0.5%	1%	10%	-19%	i	-15%	-1%
36	C#CCN(C[C@H]1[C@H](OC(=O)NCc2ccc(OC)c(OC)c2)[C@H](OC(=O)NCc2ccc(OC)c(OC)c2)C[C@H]2C(=O)N(c3ccccc3)C(=O)[C@@H]12)S(=O)(=O)c1ccc(C)cc1	/	0%	0.0%	1%	/	-31%	i	/	1%
37	COCC(=O)NCc1ccc2c(c1)OCO2	11%	4%	0.2%	-4%	2%	11%	i	25%	1%
38	CCOc1ccc(CNC(=O)Cn2nc(C)c3sc4ccccc4c3c2=O)cc1	7%	/	3.4%	?	/	-41%	/	?	/
39	CN(CCc1ccccn1)C(=O)CC1C(=O)NCCN1Cc1ccccc1C(F)(F)F (stereo not drawn)	8%	-4%	-0.2%	?	-2%	2%	i	11%	8%
40	CC(=O)NC(CC(=O)c1ccc([N+](=O)[O-])cc1)C(Cl)(Cl)Cl (stereo not drawn)	2%	-6%	-0.6%	-2%	3%	1%	?	-4%	10%

As entered above:
Entry for CN(CCc1ccccn1)C(=O)CC1C(=O)NCCN1Cc1ccccc1C(F)(F)F (stereo not drawn) under EPAC2 antag: 8%
Entry for CC(=O)NC(CC(=O)c1ccc([N+](=O)[O-])cc1)C(Cl)(Cl)Cl (stereo not drawn) under MCF10A rereplic: 3%
Entry for C#CCN(C[C@H]1[C@H](OC(=O)NCc2ccc(OC)c(OC)c2)[C@H](OC(=O)NCc2ccc(OC)c(OC)c2)C[C@H]2C(=O)N(c3ccccc3)C(=O)[C@@H]12)S(=O)(=O)c1ccc(C)cc1 under HepG2 viability: -31%
Entry for COC(=O)c1cc(OC)c(OC)cc1NC(=O)c1c(-c2ccccc2Cl)noc1C under A549 viability: -4%

Continued:
#	Structure	A549 viability	ATXN2 expr inh	Nrf2 activator	TGFb SMAD3 inh	MCF10A rereplic	HepG2 viability	ATXN viability	Nrf2 inh	EPAC2 antag
41	O=C(NC1CCCCC1)c1ccc(Cn2c(SCc3cccc(F)c3)nc3cccnc32)cc1	7%	/	0.6%	-10%	/	-4%	/	-16%	/
42	COc1cc(CN2CC(=O)N(c3ccc(C)c(C)c3)C2=S)cc(OC)c1OC	0%	0%	1.0%	10%	24%	7%	i	-7%	-3%
43	CNc1ccc(NC(C)=O)cc1[N+](=O)[O-]	?	39%	4.6%	4%	-2%	27%	i	-24%	-10%
44	CC(C)(CNC(=O)c1cc(-c2ccc(Cl)s2)nc2ccccc12)N1CCOCC1	3%	3%	1.6%	0%	?	6%	i	1%	-18%

Screens deposited in PubChem BioAssay by National Center for Advancing Translational Sciences (NCATS).

Some of the compounds tested. The share of hits here may be higher or lower than overall.
